Assay outcomes deposited in PubChem by several laboratories.
Redox H2O2 prof = compounds producing H2O2 with reducing agent – biochemical, NIH compound library profiling, artefact control for MLSCN library redox annotation, primary screen; activation, % at 10 µM; DTT-dependent redox cycling H2O2, phenol red/HRP absorbance; 100% = 100 µM peroxide control, 0% = buffer; 0.03% of 200,000 active;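 active = activation of at least 50% relative to the plate's high and low controls in the primary single-dose screen; inactive = activation below 50%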;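 note: compound incubated with DTT at 0.8 mM final as the reducing agent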
bIAP inh = blocks bovine intestinal alkaline phosphatase activity. inhibition, % at 20 µM. purified bovine IAP, CDP-star luminescence, 30 min. 190,000 tested, under 10 active. AID 1019;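 active = over 50% inhibition of intestinal alkaline phosphatase at 20 µM in the single-dose screen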
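Incubation: 30 min reaction at room temperature / Material: purified bovine intestinal alkaline phosphatase (IAP) enzyme / Input: enzyme at 1/65,000,000 dilution / Dosing: 20 µM single dose / Signal: CDP-star luminescence signal / Reagent: CDP-star chemiluminescent phosphatase substrate, 30 µM final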
SRC2 TRFRET art = counter-screen for PPARgamma SRC-2 recruitment agonists: TR-FRET artefact | 0.4% of 200,000 active | TR-FRET ratio at 8 µM | hits give high values; in the data active = TR-FRET ratio above about 2000; note: inactives centre near 1500; reference of the scale not given here
ROMK mod = modulators of human ROMK potassium channel | P48048 | Tet-inducible ROMK, thallium flux fluorescence; actives lie on both sides | B-score at 10 µM | 2% of 130,000 active | AID 1918;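 active = signal ratio slope over the read window, or its plate-corrected B-score, at least 3 SD from the plate mean, either direction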;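 note: B-score of the F/F0 ratio slope over 7 to 12 s after thallium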
S1P3 antagonist = antagonists of human S1P3 receptor | Q99500 | CHO S1P3 NFAT-BLA reporter, FRET fluorescence, antagonist mode | inhibition, % at 4.98 µM | 0.27% of 170,000 active | AID 485;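 active = inhibition above the plate cutoff, the mean inhibition of test wells on that plate plus 3 SD, cut at about 28% in these data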;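 note: cells challenged with S1P at its EC80 of 0.8 µM; blue over green emission ratio from cleaved BLA substrate after 4 h stimulation; 0% = S1P-stimulated wells and 100% = unstimulated DMSO-only wells; some compounds past the cut are filed as inactive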
Target sequence (Q99500 whole entry, looked up): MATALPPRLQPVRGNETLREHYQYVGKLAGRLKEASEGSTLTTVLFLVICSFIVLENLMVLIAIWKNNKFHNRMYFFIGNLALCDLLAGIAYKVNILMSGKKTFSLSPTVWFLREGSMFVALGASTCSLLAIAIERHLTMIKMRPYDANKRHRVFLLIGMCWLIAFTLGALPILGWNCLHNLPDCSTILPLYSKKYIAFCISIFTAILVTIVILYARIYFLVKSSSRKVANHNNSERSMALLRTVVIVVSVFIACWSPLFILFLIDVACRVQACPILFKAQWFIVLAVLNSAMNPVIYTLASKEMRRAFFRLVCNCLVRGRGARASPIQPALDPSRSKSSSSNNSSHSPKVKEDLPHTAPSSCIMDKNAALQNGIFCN
PPARg SRC-1 ag = PPARgamma-driven SRC-1 recruitment agonism. P37231. PPARgamma-SRC-1 coactivator recruitment biochemical assay. activation, % at 8 µM. 0.41% of 200,000 active. AID 631; in the data active = activation above about 19%;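 note: 0% = DMSO and 100% = reference agonist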
Target sequence (P37231 whole entry, looked up): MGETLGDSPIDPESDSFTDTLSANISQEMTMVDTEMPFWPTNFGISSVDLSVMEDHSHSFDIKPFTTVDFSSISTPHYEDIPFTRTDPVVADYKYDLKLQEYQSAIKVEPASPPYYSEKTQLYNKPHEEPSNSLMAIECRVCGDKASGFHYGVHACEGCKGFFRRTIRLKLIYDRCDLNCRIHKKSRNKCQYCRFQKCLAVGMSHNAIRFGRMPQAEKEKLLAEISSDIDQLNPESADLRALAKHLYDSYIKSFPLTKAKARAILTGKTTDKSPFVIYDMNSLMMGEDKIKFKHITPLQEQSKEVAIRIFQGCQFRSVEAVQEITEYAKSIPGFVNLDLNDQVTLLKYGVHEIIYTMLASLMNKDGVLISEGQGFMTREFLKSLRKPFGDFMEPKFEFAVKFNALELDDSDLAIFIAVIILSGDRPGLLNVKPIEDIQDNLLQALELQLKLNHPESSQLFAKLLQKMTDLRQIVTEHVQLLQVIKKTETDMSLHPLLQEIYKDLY
L major viab = reduces viability of Leishmania major promastigotes; resazurin fluorescence viability; inhibition, % at 10 µM; 9% of 200,000 active; AID 1063; in the data active = inhibition above about 50%;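 note: promastigotes grown with compound for 44 hours at 28 °C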
bIAP activator = increases bovine intestinal alkaline phosphatase activity; purified bovine IAP, CDP-star luminescence, 30 min; hits give high values; fold of DMSO-control signal, blank-subtracted; activation factor at 20 µM; 0.17% of 200,000 active; AID 1016;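 active = activation factor of 2 or more at 20 µM, a signal rise over negative controls twice the positive control's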
PPARg SRC-2 ag = agonists of SRC-2 recruitment by human PPARgamma; P37231; PPARgamma LBD-SRC-2 recruitment, biochemical; activation, % at 8 µM; AID 1032; 0.34% of 200,000 active; in the data active = activation above about 22%;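 note: 0% = vehicle and 100% = reference agonist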
TLR4-MyD88 BLA = TLR4-MyD88 interaction inhibition in cells; O00206+Q99836; HeLa CL3-4 TLR4/MyD88 BLA complementation, FRET ratio; inhibition, % at 8.4 µM; 0.18% of 200,000 active; AID 861; in the data active = inhibition above about 25%;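 note: 0% = vehicle and 100% = reference inhibitor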
PPARg SRC3 recr = promotes SRC-3 coactivator recruitment by human PPARgamma. P37231. biochemical PPARgamma/SRC-3 coactivator recruitment assay. activation, % at 8 µM. 0.26% of 200,000 active. AID 731; in the data active = activation above about 23%;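 note: 0% = DMSO and 100% = reference agonist; some compounds past the cut are filed as inactive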
* = called active by the depositor; x = no result given.

SMILES	Redox H2O2 prof	bIAP inh	SRC2 TRFRET art	ROMK mod	S1P3 antagonist	PPARg SRC-1 ag	L major viab	bIAP activator	PPARg SRC-2 ag	TLR4-MyD88 BLA	PPARg SRC3 recr
CCOc1ccc(NC(=O)c2cn(CC(C)C)c(=O)c3c2c2ccccc2n3C)cc1	-0.1	x	1554	-0.11	1	-7	-6	0.1	-4	-4	15
O=C(C1=C[C@H](c2ccccc2)C[C@H](OCc2ccc(CO)cc2)O1)N1CCCCCCC1	0.1	1	1508	x	18	-2	22	1	-1	0	1
Cc1cccc(-c2nc3cc([N+](=O)[O-])ccc3o2)c1	-0.8	-6	1610	0.66	-2	5	-5	1.1	1	9	4
Cn1c(NC(=O)c2ccc(C(C)(C)C)cc2)cc(=O)n(C)c1=O	0.2	6	1625	x	-6	6	-2	0.9	-2	5	0
CC(C)(C)C(=O)CN1C2=NCCN2c2ccccc21	-0.7	7	1609	-0.79	-9	-1	-5	0.9	-2	-13	3
O=C1N(S(=O)(=O)c2ccccc2F)C(=O)C2(CCCC2)N1S(=O)(=O)c1ccccc1F	-0.1	4	1492	x	-25	-5	-4	1	8	-4	-1
O=C(O)/C=C/C(=O)NCc1ccccc1	-0.3	0	1668	0.02	3	-6	-4	1	9	1	4
O=C(O)c1ccccc1OCc1ccccc1Br	-0.7	1	1553	0.64	-12	-7	-1	1	-6	-12	0
Cc1cccc(NC(=O)COc2cccc3c2CCN(Cc2ccccc2)C3=O)c1C	0.6	19	1558	x	-7	3	7	0.8	-4	2	-5
Cc1ncc([N+](=O)[O-])n1CC(=O)Nc1ccccc1	-0.2	-13	1486	1.6	-13	-1	-1	1.1	-5	-13	2

Part of the list above, in markdown:
| Compound | Redox H2O2 prof | bIAP inh | SRC2 TRFRET art | ROMK mod | S1P3 antagonist | PPARg SRC-1 ag | L major viab | bIAP activator | PPARg SRC-2 ag | TLR4-MyD88 BLA | PPARg SRC3 recr |
| --- | --- | --- | --- | --- | --- | --- | --- | --- | --- | --- | --- |
| CCOc1ccc(NC(=O)c2cn(CC(C)C)c(=O)c3c2c2ccccc2n3C)cc1 | -0.1 | x | 1554 | -0.11 | 1 | -7 | -6 | 0.1 | -4 | -4 | 15 |
| O=C(C1=C[C@H](c2ccccc2)C[C@H](OCc2ccc(CO)cc2)O1)N1CCCCCCC1 | 0.1 | 1 | 1508 | x | 18 | -2 | 22 | 1 | -1 | 0 | 1 |
| Cc1cccc(-c2nc3cc([N+](=O)[O-])ccc3o2)c1 | -0.8 | -6 | 1610 | 0.66 | -2 | 5 | -5 | 1.1 | 1 | 9 | 4 |
| Cn1c(NC(=O)c2ccc(C(C)(C)C)cc2)cc(=O)n(C)c1=O | 0.2 | 6 | 1625 | x | -6 | 6 | -2 | 0.9 | -2 | 5 | 0 |
| CC(C)(C)C(=O)CN1C2=NCCN2c2ccccc21 | -0.7 | 7 | 1609 | -0.79 | -9 | -1 | -5 | 0.9 | -2 | -13 | 3 |
| O=C1N(S(=O)(=O)c2ccccc2F)C(=O)C2(CCCC2)N1S(=O)(=O)c1ccccc1F | -0.1 | 4 | 1492 | x | -25 | -5 | -4 | 1 | 8 | -4 | -1 |
| O=C(O)/C=C/C(=O)NCc1ccccc1 | -0.3 | 0 | 1668 | 0.02 | 3 | -6 | -4 | 1 | 9 | 1 | 4 |
| O=C(O)c1ccccc1OCc1ccccc1Br | -0.7 | 1 | 1553 | 0.64 | -12 | -7 | -1 | 1 | -6 | -12 | 0 |
| Cc1cccc(NC(=O)COc2cccc3c2CCN(Cc2ccccc2)C3=O)c1C | 0.6 | 19 | 1558 | x | -7 | 3 | 7 | 0.8 | -4 | 2 | -5 |
| Cc1ncc([N+](=O)[O-])n1CC(=O)Nc1ccccc1 | -0.2 | -13 | 1486 | 1.6 | -13 | -1 | -1 | 1.1 | -5 | -13 | 2 |

(continued)
SMILES	Redox H2O2 prof	bIAP inh	SRC2 TRFRET art	ROMK mod	S1P3 antagonist	PPARg SRC-1 ag	L major viab	bIAP activator	PPARg SRC-2 ag	TLR4-MyD88 BLA	PPARg SRC3 recr
Cn1cc([N+](=O)[O-])c(C(=O)NCc2ccco2)n1	-1.1	-27	1512	0.35	-23	5	-9	1.3	5	-3	-1
COc1ccc(OC)c(-c2csc(NC(=O)Cc3cccs3)n2)c1	0.0	15	1698	0.25	5	5	20	0.8	5	2	3
COC(=O)c1c(C(=O)OC)c2ccncn2c1Cl	-0.1	-45	1738	0.011	x	-1	-1	1.5	-6	-3	-3
O=C(Oc1cccnc1)c1ccccc1[N+](=O)[O-]	-0.5	26	1571	-0.3	11	6	-7	0.7	9	-3	3
COc1cccc(/C=N/n2c(=S)n(C)c3ccccc32)c1OC	0.0	10	1349	-0.2	x	2	-8	0.9	-8	6	-3
CCO[C@H]1OC(C(N)=O)=C[C@@H](c2coc3ccccc3c2=O)[C@@H]1CCCO	-0.3	-24	1684	x	-22	3	-3	1.2	11	-4	10
O=C(CCCn1c(=O)c2ccccc2n(CC(=O)NCc2ccco2)c1=O)NCc1ccco1	-3.5	4	1544	-0.26	8	-1	1	1	1	-5	5
CCN(CC)CCN(C(=O)Cn1nnc(-c2ccc(C)o2)n1)C(C(=O)NC(C)(C)C)c1cccs1 (stereo not given)	12	-9	1434	0.038	8	-5	-2	1.1	-4	-8	2
Oc1c(C(c2cccs2)N2CCN(c3ccccc3)CC2)ccc2cccnc12 (stereo not given)	0.3	-3	1430	-1	x	-4	84*	1	3	4	-6
COCCCNC(=O)CSc1nc2ccccc2c(=O)n1Cc1ccc2c(c1)OCO2	0.0	-12	1698	0.2	1	1	-5	1.1	6	-1	3
Cn1c(N2CCN(C(=O)Nc3ccc(C(F)(F)F)cc3)CC2)nc2ccccc21	1.6	14	1417	x	0	8	0	0.9	8	-2	9
CC(=O)N1CCN(S(=O)(=O)c2ccc(C)cc2)C1c1ccc(N(C)C)cc1 (stereo not given)	-1.3	0	1653	x	x	2	2	1	7	-15	-9
Cc1ccccc1-n1c(SCC(=O)NCc2cccs2)nc2ccccc2c1=O	0.4	-8	1580	x	4	6	47	1.1	9	7	3
Cc1ccccc1CS(=O)(=O)CCC(=O)NCCCN1CCN(c2ccccc2F)CC1	-0.4	-1	1434	-1.1	-25	1	5	1	-2	3	-7
CCCCn1c(=S)[nH]c2ccc(N3CCOCC3)cc2c1=O	-0.3	4	1492	0.47	-2	-3	-5	1	14	-6	3
O=C(Cn1nnc(-c2ccc(F)cc2)n1)N1CCCCC1	-0.6	-7	1491	0.053	-14	0	-1	1.1	7	-1	-2
O=C(O)C1CC(=O)n2c(nc3ccccc32)S1 (stereo not given)	0.8	10	1555	0.0086	x	10	-11	0.9	11	2	6
Fc1ccc(-n2nnc(-c3cccnc3Cl)n2)cc1	0.1	-8	1473	x	4	4	-1	1.1	3	-8	-3
C=CCOc1cccc(C(=O)N2CCCC(CCC(=O)NCc3ccccc3F)C2)c1 (stereo not given)	-1.8	-47	1232	-2.2	8	-4	5	1.5	4	-7	1
CN(C[C@H](Cc1ccccc1)N(C[C@H](Cc1ccccc1)N(CCc1cc(C(F)(F)F)cc(C(F)(F)F)c1)N=O)N=O)N=O	0.4	11	1541	x	-4	0	11	0.9	-1	-6	3
COc1ccc(C2C=C(c3ccccc3)Nc3nc(NC(C)=O)nn32)cc1 (stereo not given)	-0.7	-12	1671	-1.8	x	5	-8	1.1	2	36*	3
CC(NC(=O)/C(=C\c1ccco1)NC(=O)c1ccccc1Br)C(=O)O (stereo not given)	-1.3	5	1666	-0.019	-3	2	-5	0.9	1	-2	1
O=S(=O)(/N=C(/Nc1ccccn1)c1ccccc1)c1ccccc1	-4.6	-5	1571	x	x	2	-1	1	5	-7	8
O=C1C(C=NCCCn2ccnc2)=C(O)c2ccccc21	1.2	x	1572	x	-13	-6	-5	x	3	-1	-3
Cc1ccc(-n2cc(C(=O)c3cc(Cl)ccc3O)cc(C#N)c2=O)cc1	0.1	-3	1659	-0.14	10	5	22	1	2	14	2
CCOC(=O)c1c(NC(=O)OC)sc(C(=O)N(C)C)c1C	0.3	1	1406	0.9	x	-6	2	1	0	8	-9
CC(C)(C)NC(=O)Cn1nc(C(F)(F)F)c2c1CCCC2	0.5	-14	1617	-0.029	0	8	-6	1.1	-9	0	3
CC1CCCCN1CC(=O)Nc1cc(S(=O)(=O)N2CCOCC2)ccc1N1CCCC1 (stereo not given)	-1.8	-10	1611	-1.2	-5	7	2	1.1	-9	-1	-2
COC(=O)c1[nH]c2ccc(C)cc2c1NC(=O)Nc1ccccc1OC	3.2	20	1458	x	6	4	4	0.8	2	2	-7
CCOc1ccc(NC(=O)CSc2nc3cccnc3n2CCOC)cc1	-0.2	-3	1537	-0.45	-15	4	27	1	7	-7	-6
CCOC(=O)N1CCC(N2CCN(Cc3ccc(C)o3)C(CCO)C2)CC1 (stereo not given)	-0.6	-1	1602	0.26	2	5	0	1	-10	-4	1
COc1ccc(-c2csc(NC(=O)COC(=O)Cc3ccc(Cl)cc3Cl)n2)cc1	0.4	0	1530	x	0	-4	1	1	4	2	0
Cc1ccnc(NC(=O)CCCOc2ccccc2)c1	-0.3	6	1351	-0.65	-18	-5	-4	0.9	3	4	-2
Cc1ccc(S(=O)(=O)N2CCC(C(=O)NCc3ccccc3Cl)CC2)cc1	0.0	10	1447	-1.4	x	-4	73*	0.9	5	-7	9
COC(=O)c1sc2nc(C)nc(SCC(=O)N3CCC(C(=O)O)CC3)c2c1C	-0.1	-11	1610	0.54	-8	7	8	1.1	11	6	3
Cn1c(SCC(=O)NCc2ccc3c(c2)OCO3)nnc1-c1cccs1	-0.1	6	1409	0.74	17	10	-5	0.9	12	-3	-3
CCOC(=O)c1[nH]c2cc3c(cc2c1NC(=O)CN1CCCCC1C)OCO3 (stereo not given)	0.5	4	1657	-0.2	x	2	13	1	3	-7	5
Cc1onc(-c2ccccc2Cl)c1C(=O)OCC(=O)c1ccccc1	0.1	19	1413	0.75	x	3	88*	0.8	1	6	2
C#CCNC(=O)C1=C[C@H](C2CCCCC2)C[C@H](OCCCCO)O1	0.8	-4	1372	x	-19	7	3	1	0	-9	3
CN(Cc1cnccn1)C(=O)CC1C(=O)NCCN1CC(c1ccccc1)c1ccccc1 (stereo not given)	-0.2	-10	1691	-0.37	-2	16	-3	1.1	16	-9	5
Cc1ccc(C(=O)OCCc2sc[n+](Cc3ccccc3)c2C)cc1	0.2	47	1671	x	3	1	3	0.5	9	-4	5
O=C(CSc1nnc(CNC(=O)c2cccs2)o1)c1ccc(Cl)cc1	0.1	25	1526	-0.58	x	1	-5	0.8	2	-5	-9
O=C(NC1(C(F)(F)F)N=C2SCCN2C1=O)c1cccnc1 (stereo not given)	-0.1	18	1694	0.019	1	-8	-10	0.8	-5	-14	5
COC(=O)c1ccc(Cl)c(NC(=O)CN2CCOCC2)c1	0.5	3	1594	-0.42	18	-3	-2	1	6	14	-1
CC1(C)N([O-])C2=C(c3ccccc3C2=O)[N+](=O)C1(C)C	1.5	10	1579	0.25	x	2	-3	0.9	3	10	1
CN1CC(=O)NC1=NC(=O)C12CC3CC(CC(C3)C1)C2	3.2	-52	1318	x	18	-2	4	1.5	-1	-12	0
CCOC(=O)Cc1csc(NC(=O)NC2(C(F)(F)F)Oc3ccccc3O2)n1	0.2	10	1664	1.9	x	5	90*	0.9	11	-7	-1

Rows are unselected. About 11% of those tested had a hit in this group.
